# IDH1 R132H inh – human IDH1 R132H inhibition; O75874; IDH1-R132H enzyme, NADPH consumption, diaphorase/resazurin fluorescence; Potency, µM (doses to about 76.6 µM), for the others: at the top dose activity change, negative = inhibition, usual class: inhibitors; actives 0.093% (n = 390,000); AID 602179; note: % is set by controls: 0 for no effect and ±100 for the full control effect; nearly all actives have a fitted effect of over 65% in size
#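 IDH1-R132H (0.5 ug/mL dispensed) in pH 7.5 Tris buffer was preincubated 30 min with compound, then given a substrate mix of 0.016 mM NADPH and 2 mM alpha-KG for 80 min at room temperature; remaining NADPH was read by diaphorase/resazurin fluorescence.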
# 12-LOX inh – ALOX12 (human) lipoxygenase inhibition; P18054; purified 12hLO, xylenol orange hydroperoxide absorbance; Potency, µM (top dose mostly 108 µM), inactives show top-dose activity change, negative = inhibition, actives largely listed as inhibitors; actives 1.1% (n = 580,000); AID 1671190; note: % is set by controls: 0 for no effect and ±100 for the full control effect
#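 Purified human 12hLO (150 nM final) in 25 mM Hepes, 0.01% Triton X-100, pH 7.0 was preincubated 15 min at room temperature with compound. Then 40 uM arachidonic acid was added, 30 min. Hydroperoxide was read by Fe-XO absorbance ratio 573/405 nm.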
# Vif-A3F inh – blocks the Vif interaction with APOBEC3F; actives 0.2% (n = 390,000); Potency, µM (doses to about 46.1 µM), inactives show at the top dose activity, negative = active; HeLa A3F-eYFP + Vif (tagged APOBEC3F with the HIV-1 protein that degrades it), YFP fluorescence increase; note: % of control where 0% means no effect; nearly all actives have a fitted effect of over 65% in size
#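 Fluorescence increase (Ex 488/Em 500-530) after overnight compound treatment at 37 deg C flags inhibition of Vif-driven A3F-eYFP loss in stable HeLa A3F-eYFP/Vif cells seeded overnight beforehand.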
# USP1 inh – USP1/UAF1 (human) deubiquitinase inhibition; recombinant USP1/UAF1, Ub-Rhodamine cleavage fluorescence; Potency, µM (doses to about 57.1 µM), for inactives: at the top dose activity change, negative = inhibition, usual class: inhibitors; actives 0.23% (n = 390,000); note: % is set by controls: 0 for no effect and ±100 for the full control effect; nearly all actives have a fitted effect of over 60% in size; inactives centre near -12
# Target sequence (O94782 whole entry, looked up): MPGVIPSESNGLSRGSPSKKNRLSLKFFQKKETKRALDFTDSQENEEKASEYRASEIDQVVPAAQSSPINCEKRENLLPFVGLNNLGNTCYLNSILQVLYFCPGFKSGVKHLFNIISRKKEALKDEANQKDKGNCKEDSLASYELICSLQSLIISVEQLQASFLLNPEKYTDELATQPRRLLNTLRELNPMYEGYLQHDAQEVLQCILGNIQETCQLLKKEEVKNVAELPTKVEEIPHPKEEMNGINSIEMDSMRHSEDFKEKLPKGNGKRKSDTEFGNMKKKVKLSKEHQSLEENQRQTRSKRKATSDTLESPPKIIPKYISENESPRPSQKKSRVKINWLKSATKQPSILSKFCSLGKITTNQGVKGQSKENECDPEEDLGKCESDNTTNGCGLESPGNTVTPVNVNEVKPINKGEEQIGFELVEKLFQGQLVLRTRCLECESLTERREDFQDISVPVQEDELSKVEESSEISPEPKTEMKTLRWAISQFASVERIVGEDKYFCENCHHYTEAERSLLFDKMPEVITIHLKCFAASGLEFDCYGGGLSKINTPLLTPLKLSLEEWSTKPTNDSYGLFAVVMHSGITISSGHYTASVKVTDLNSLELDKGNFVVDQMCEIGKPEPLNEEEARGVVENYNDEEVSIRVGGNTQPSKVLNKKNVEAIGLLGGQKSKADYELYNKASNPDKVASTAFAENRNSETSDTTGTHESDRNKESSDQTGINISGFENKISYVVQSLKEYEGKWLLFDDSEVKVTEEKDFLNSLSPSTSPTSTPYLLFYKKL
#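 In this screen, compounds sit with the deubiquitinase complex (1nM) for 15 min at room temperature before Ub-Rho is added at 150nM final. Fluorescence rise is then followed for 6 reads every 60 seconds.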
# Vif-A3G inh – Vif-A3G binding inhibition | Potency, µM (top dose mostly 46.1 µM), inactives show at the top dose activity, negative = active, hits mostly inhibitors | actives 0.076% (n = 410,000) | Q9HC16 | HeLa A3G-eYFP + Vif (tagged APOBEC3G with the HIV-1 protein that degrades it), YFP fluorescence, overnight;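 note: % is set by controls: 0 for no effect and ±100 for the full control effect; nearly all actives have a fitted effect of over 60% in size; hits raise eYFP signal because A3G escapes Vif-driven loss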
#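 HeLa cells stably expressing Vif and C-terminally eYFP-tagged A3G, seeded overnight at 37 deg C, then exposed to compound by pintool overnight at 37 deg C. Rise in yellow fluorescence (Ex 488/Em 500-530, Acumen) marks blocked Vif-driven A3G degradation.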
# RGS4 inhibitor – blocks human RGS4-accelerated GTP hydrolysis. actives 0.039% (n = 390,000). Transcreener GDP fluorescence polarization, RGS4-accelerated GTP hydrolysis. Potency, µM (top dose mostly 114 µM), inactives show at the highest dose activity change, negative = inhibition, usual class: inhibitors. P49798. AID 504845; note: % is set by controls: 0 for no effect and ±100 for the full control effect; nearly all actives have a fitted effect of over 75% in size; some results filed as inactive show a strong effect at the top dose
# Target sequence (P49798 whole entry, looked up): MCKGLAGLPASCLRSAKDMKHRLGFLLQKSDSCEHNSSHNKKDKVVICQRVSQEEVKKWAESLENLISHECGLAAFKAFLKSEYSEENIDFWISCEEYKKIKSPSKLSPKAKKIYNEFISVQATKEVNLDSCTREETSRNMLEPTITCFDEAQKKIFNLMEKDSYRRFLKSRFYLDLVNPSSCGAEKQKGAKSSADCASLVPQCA
#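 MLSMR compounds (23 nl, pin-transferred) preincubated 10 min at room temperature with a 500nM (2x) first reagent, then RGS4 at 900nM (2x) plus Transcreener GDP mix added; fluorescence polarization (620/688 nm) read before and after 90 min at 30 °C.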
# rTrxR1 inhibitor – blocks rat thioredoxin reductase 1. recombinant rTrxR1, NADPH fluorescence consumption, selenite substrate. Potency, µM (doses to about 114 µM), for inactives: at the highest dose activity change, negative = inhibition, most hits filed as inhibitors. actives 1% (n = 390,000); note: % is set by controls: 0 for no effect and ±100 for the full control effect; nearly all actives have a fitted effect of over 65% in size
#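 Rat TrxR1 (90 nM in the dispensed reagent) was pre-reduced with 400 uM NADPH for 5 min at room temperature, then incubated with compound for 15 min. After 400 uM selenite was added, NADPH fluorescence (Ex 340/Em 450 nm) was followed for 8 min.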
# RXFP1 agonist – RXFP1 (human) receptor agonism. Potency, µM (top dose mostly 57.5 µM), for inactives: at the highest dose activation, usual class: activators. actives 0.3% (n = 370,000). HEK293T-RXFP1 cAMP TR-FRET, 30 min; response scale: percent of porcine relaxin response, buffer zero. Q9HBX9; note: % is set by controls: 0 for no effect and ±100 for the full control effect; nearly all actives have a fitted effect of over 60% in size; many of its hits are not listed in these tables
#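 HEK293T cells stably expressing RXFP1 were pretreated with the PDE4 inhibitor Ro 20174, exposed to compounds for 30 min at 37C, lysed, and cAMP was read by TR-FRET. Data normalized to buffer (basal) and 29 nM porcine relaxin (100%).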
# TrxR1 substrate – rat thioredoxin reductase 1 substrate activity; actives 0.01% (n = 390,000); purified TrxR1 substrate turnover, NADPH consumption readout; AID 588456; Potency, µM (doses to about 114 µM), inactives show at the highest dose activity change, negative = substrate turnover; O89049; note: % is set by controls: 0 for no effect and ±100 for the full control effect; nearly all actives have a fitted effect of over 50% in size
#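 Rat TrxR1, dispensed at 90 nM, was prereduced with 400 uM NADPH (final) for 5 min at ~22 deg C, then incubated with compound 15 min before 400 uM selenite. A first-read NADPH fluorescence drop versus no-compound background flagged substrates.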
# * hit, by the source's call; ? = inconclusive; . = not tested or not shown; [ ] = dose if it differs, or a comment. Calls come from the whole dose curve; as a rule, active = well fitted curve in the direction sought with a large enough effect; inconclusive = small, poorly fitted or top-dose-only effect, or another doubt; inactive = no such curve, though single readings can be large; an effect the other way counts as inactive or inconclusive. Potency is the fitted concentration of half-maximal effect. An excerpt; the hit share may differ from the screen's.
SMILES,IDH1 R132H inh,12-LOX inh,Vif-A3F inh,USP1 inh,Vif-A3G inh,RGS4 inhibitor,rTrxR1 inhibitor,RXFP1 agonist,TrxR1 substrate
N#Cc1c(-c2ccccc2)nc(SCC(=O)N2c3ccccc3Sc3ccccc32)[nH]c1=O,6%,?,-8%,32µM*,0%,3%[11.4 µM],0%,7.0%,-5%
Cc1ccc(C2CCN(C(=O)c3cnn(-c4cccc(Cl)c4)c3C3CCN(C(=O)OC(C)(C)C)CC3)C2)cc1 (stereo not given),-11%,-21%,1%,-22%,4%,3%,8%,1.6%,-10%
Cc1ccc(/C=N/NC(=O)c2csc3c2CCCC3)cc1,2%,0%,-5%,-10%,?,-28%,-6%,4.7%,-12%
CCCCSCCCNC(=O)c1cc(-c2cccnc2)nc2ccc(S(=O)(=O)N3CCC(C)CC3)cc12,18%,-10%,0%,-8%,2%,-12%,22%[57.1 µM],7.6%,0%[57.1 µM]
COc1ccccc1CNC(=O)C(CCSC)NS(=O)(=O)c1ccc2c(c1)oc(=O)n2C (stereo not given),-6%,-3%,-3%,-6%,1%,13%,12%[57.1 µM],0.5%,-6%
CC(=O)c1nc2ccccc2n1Cc1ccccc1,3%,429%[activator],-9%,-27%,-8%,20%,20%,2.0%,8%
Cn1nccc1C(=O)NC1CC(C)(C)Cc2c1cnn2-c1ccc(F)cc1 (stereo not given),-1%,35%[activator],1%,-6%,-3%,?,3%,-0.6%,-3%
CCc1noc(C)c1C(=O)N1CC(C)SC1=Nc1ccc(Cl)cc1 (stereo not given),1%,136%,-3%,-4%,-6%,-26%,-6%,-2.1%,-13%
CCCc1cnc2c(c1SCC(=O)NCc1ccc(C)cc1)c(=O)n(C)c(=O)n2C,0%,-26%,-2%,-8%,-2%,6%,7%[57.1 µM],1.0%,-4%[57.1 µM]
COC(=O)c1ccc(NC(=O)COC(=O)c2nc3nccc(C)n3n2)cc1,3%,0%,3%,-16%,0%,-35%,13%[57.1 µM],6.4%,5%[57.1 µM]
C=Cc1ccc(Cn2c(C(=O)O)c(CNCc3cccs3)c3ccc(C)cc32)cc1,-2%,?,2%,-7%,-1%,10%,9%,-5.0%,-1%
Cc1c(C(=O)Nc2ccncc2)sc2nc(-c3ccccc3)cn12,17%,30%,3%,-30%,-2%,-22%,1%[57.1 µM],-0.4%,6%[57.1 µM]
Cc1ccc(NNC(N)=S)cc1Cl,5%,28µM*,-10%,-12%,-3%,-39%,-4%,0.0%,4%
COC(=O)[C@H](C)NC(=O)N1CCC(Cc2ccccc2)CC1,1%,-3%,1%,-24%,-1%,20%,-4%,7.5%,-3%
O=C(c1c(F)cccc1F)N(Cc1ccccn1)C1CC1,5%,?,6%,-21%,5%,0%[11.4 µM],10%,0.1%,3%
COc1ccc2nc(SCC(=O)NC3CCCC3)c(C)cc2c1,0%,-9%,2%,-25%,?,-23%,26%,?,3%
O=C(Cc1cccs1)Nc1nnc(C2CC2)s1,-2%,84%[activator],18%,-16%,-2%,12%,30%,-3.3%,5%
COc1ccccc1C(=O)N1CCCN(C(=O)c2ccccc2OC)CC1,2%,-5%,.,-14%,1%,-34%,-13%,0.6%,-9%
CC(=O)c1sc(NC(=O)CCS(=O)(=O)c2ccc(C)cc2)nc1C,0%,2%,4%,-9%,?,0%,?,3.4%,-3%
Cc1ccc(C)c(S(=O)(=O)N2CCN(C(=O)/C=C/c3ccco3)CC2)c1,-8%,189%[activator],1%,?,-11%,?,7.9µM*,-2.6%,2%
COc1ccc(S(=O)(=O)Nc2cccc(-c3ccc(N4CCCCCC4)nn3)c2)cc1,-16%,-17%,1%,-20%,-2%,-12%,18%[57.1 µM],3.0%,-1%[57.1 µM]
NC(=O)C1CCCN(C(=O)c2ccc3oc(Cc4ccc(Cl)cc4)nc3c2)C1 (stereo not given),-5%,0%,2%,1%,2%,22%,14%,-1.3%,0%
COc1ccccc1C(=O)Nc1ccc(OCC(=O)N2CC(C)CC(C)C2)cc1 (stereo not given),5%,2%,7%,-22%,1%,-11%,18%,2.4%,2%
Cc1cc(C(=O)NNC(=O)c2cccc(S(=O)(=O)N3CCOCC3)c2)c2ccccc2n1,5%,10%,-1%,-12%,0%,-6%,24%,0.1%,-2%
c1ccc2c(CCc3ccncc3)cccc2c1,0%,-2%,2%,-19%,-9%,-5%,22%,.,9%
CCc1c(C(=O)N/N=C/c2sccc2C)nnn1-c1nonc1N,4%,-3%,-11%,-21%,2%,-31%,15%,-0.4%,2%
CC(C)(C)OC(=O)N1CCc2onc(-c3ccc(N)cc3)c2C1=O,2%,22%,-7%,-15%,2%,.,.,.,.
CCn1cc(C(=O)Nc2ccc(C(C)C)cc2)c2cc(OC)c(OC)cc2c1=O,0%,?,3%,-21%,-2%,5%,7%[2.29 µM],0.2%,-4%
O=C(O)CCC(=O)Nc1ccccc1C(=O)NCc1ccco1,8%,10%,0%,1%,1%,-19%,-4%,-1.5%,-1%
COc1ccc(CN2C(=O)C(CC(=O)NCc3cccc4ccccc34)CC(C(=O)N3CCOCC3)=C2C)cc1 (stereo not given),13%,30%,0%,-20%,-5%,.,.,.,.
CC(=O)N1c2ccc(S(=O)(=O)N3CCCC(C(=O)NCc4ccccc4)C3)cc2CC1C (stereo not given),-2%,18%,-1%,-27%,-1%,1%,27%,1.5%,10%
CC12CCC(c3c(CO)nn(-c4ccccc4)c31)C2(C)C (stereo not given),4%,?,-4%,-13%,1%,13%,-2%[57.1 µM],0.8%,6%[57.1 µM]
CC(NC(=O)COC(=O)c1ccc2c(c1)OCO2)c1ccccc1 (stereo not given),-3%,0%,-4%,-11%,-5%,0%,34%[57.1 µM],-0.3%,11%[57.1 µM]
COc1ccc(CNC(=O)c2ccc(CS(=O)(=O)Cc3ccccc3F)o2)cc1,1%,10%,-3%,-13%,-2%,0%,16%,-0.7%,5%
CC1CCCC(C)N1C(=O)c1cc2ncc(CCCl)cn2n1 (stereo not given),5%,14%,1%,-22%,0%,-12%,-7%,-0.1%,1%
Cc1cccc(C(=O)NCC(c2ccco2)N(C)C)c1 (stereo not given),-9%,-2%,-4%,-7%,7%,2%,3%,1.4%,7%
S=C(Nc1ccccc1Cl)N1CCC(c2ccccc2)C1 (stereo not given),-2%,4%,3%,-11%,-2%,2%,0%,0.5%,-1%
COc1ccc(-c2nc(C)c(CCNC(=O)C(=O)Nc3ccccc3F)s2)cc1,6%,-5%,6%,-16%,2%,-3%,20%[57.1 µM],10%,1%[57.1 µM]
Cc1cccnc1NC(=O)CNC(=O)c1ccccc1,-1%,4%,-1%,-21%,8%,1%,10%,-0.2%,9%
CC(COc1ccccc1)N1CCC(CO)(CCc2ccccc2)CC1 (stereo not given),4%,-27%,3%,-11%,-1%,-17%,8%[57.1 µM],3.7%,-22%[57.1 µM]

# Quoted at random: 3 records from the list.
SMILES,IDH1 R132H inh,12-LOX inh,Vif-A3F inh,USP1 inh,Vif-A3G inh,RGS4 inhibitor,rTrxR1 inhibitor,RXFP1 agonist,TrxR1 substrate
Cc1cc(C(=O)NNC(=O)c2cccc(S(=O)(=O)N3CCOCC3)c2)c2ccccc2n1,5%,10%,-1%,-12%,0%,-6%,24%,0.1%,-2%
COc1ccc(S(=O)(=O)Nc2cccc(-c3ccc(N4CCCCCC4)nn3)c2)cc1,-16%,-17%,1%,-20%,-2%,-12%,18%[57.1 µM],3.0%,-1%[57.1 µM]
COc1ccccc1C(=O)Nc1ccc(OCC(=O)N2CC(C)CC(C)C2)cc1 (stereo not given),5%,2%,7%,-22%,1%,-11%,18%,2.4%,2%

# Next results follow:
SMILES,IDH1 R132H inh,12-LOX inh,Vif-A3F inh,USP1 inh,Vif-A3G inh,RGS4 inhibitor,rTrxR1 inhibitor,RXFP1 agonist,TrxR1 substrate
CCn1c(CNC(=O)C(C)(C)C)nc2ccccc21,-5%,26%[57.4 µM],8%,-8%,3%,6%,50%,-0.8%,16%[57.1 µM]
Cc1ccc(O)c(-c2[nH]ncc2C(=O)c2ccc(Br)cc2)c1,-2%,-15%,-12%,-18%,-4%,-4%,32%,0.6%,6%
Cc1nc2sc(C(c3cccc(F)c3)N3CCN(C(=O)c4ccco4)CC3)c(O)n2n1 (stereo not given),2%,51%[activator],7%,-8%,-1%,9%,-9%,1.4%,0%
CC(C)(C)[C@@H]1COC(=O)[C@@H](Cc2ccc(F)cc2)C/C=C\C[C@H](CC(=O)N(CCO)Cc2ccccc2)C(=O)N1,10%,-5%,1%,-16%,0%,2%,12%,.,0%
O=C1C(=O)N(C2CCN(C(=O)c3ccccc3Cl)CC2)CCN1Cc1ccc(F)cc1,-14%,-4%,0%,-20%,-2%,-2%,5%[57.1 µM],-0.6%,-1%[57.1 µM]
CC(C)Cc1nc2sc3c(c2c(=O)n1N)CC(C)(C)OC3,13%,-1%,-12%,-12%,-3%,-17%,11%,-4.6%,1%
CCO[C@H]1OC(C(=O)NC2CC2)=C[C@@H](c2ccc(Br)cc2)[C@@H]1CCCO,9%,1%,-3%,-23%,1%,-6%,18%,-0.7%,4%

# Rewritten with two lines to a compound: part of the list above.
# Below each compound: IDH1 R132H inh | 12-LOX inh | Vif-A3F inh | USP1 inh | Vif-A3G inh | RGS4 inhibitor | rTrxR1 inhibitor | RXFP1 agonist | TrxR1 substrate
Cc1ccc(/C=N/NC(=O)c2csc3c2CCCC3)cc1
  2% | 0% | -5% | -10% | ? | -28% | -6% | 4.7% | -12%
COc1ccc2nc(SCC(=O)NC3CCCC3)c(C)cc2c1
  0% | -9% | 2% | -25% | ? | -23% | 26% | ? | 3%
